mIAP inh – inhibitors of mouse IAP, primary screen, biochemical, luminescence, uHTS. actives 0.2% (n = 330,000). inhibition, % at 10 µM. purified mouse IAP, CDP-Star luminescence, 30 min;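 active = inhibition of at least 40% at 10 µM in the primary screen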;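 note: plate controls were DMSO with enzyme for no effect and no enzyme wells for full effect; values of inactives mirror those of a sister screen read the other way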
TIM10 inh – growth inhibitors of isogenic TIM10 control yeast, primary screen, counter-screen for tim10-1 yeast inhibitor project, luminescence, uHTS | inhibition, % at 10 µM | actives 1.4% (n = 330,000) | S. cerevisiae TIM10 strain growth, BacTiter-Glo luminescence, 24 h;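 active = inhibition of 40% or more at the single tested concentration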;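 note: wild-type TIM10 isogenic control strain grown at permissive 25 °C; 0% = DMSO yeast wells and 100% = minimal medium wells without yeast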
A3A deaminase – APOBEC3A ssDNA deaminase inhibitors, primary screen, selectivity assay for APOBEC3G inhibitor project, biochemical, FAM/TAMRA oligo cleavage fluorescence | recombinant A3A, FAM/TAMRA ssDNA deamination fluorescence | inhibition, % at 20 µM | actives 0.41% (n = 330,000);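 active = at least 40% inhibition at 20 µM here, with at most 30% in a related deaminase screen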;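 note: plate controls were A3A with DMSO for no effect and wells lacking A3A enzyme for full effect; some results filed as inactive read as strong as hits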
tim10-1 inh – growth inhibitors of tim10-1 mutant yeast, primary screen, luminescence, uHTS. S. cerevisiae tim10-1 ts strain growth, BacTiter-Glo, 24 h. AID 463190, 2010. inhibition, % at 20 µM. actives 2.2% (n = 330,000);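 active = inhibition of at least 40%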;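 note: mutant grown at 25 °C; 0% = DMSO wells with yeast and 100% = wells holding no yeast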
NLRP3 yeast inh – NALP3 inflammasome inhibitors in reconstituted yeast, primary screen, luminescence, uHTS; Yeast reconstituted NLRP3/ASC/caspase-1, beta-gal luminescence, 24 h; inhibition, % at 10 µM; actives 0.39% (n = 330,000);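 active = inhibition of 50% or more; inactive = inhibition below 50%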;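 note: plate controls were induced DMSO wells for no effect and uninduced yeast grown without galactose for full effect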
mIAP activ – activators of mouse IAP, primary screen, biochemical, luminescence, uHTS; AID 2805, 2010; actives 0.24% (n = 330,000); activation factor at 10 µM; muIAP, CDP-Star luminescence, 30 min; stronger effect = higher value; 1 = vehicle-only enzyme signal, 0 = enzyme-free wells; intestinal alkaline phosphatase [Mus musculus];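 active = activation factor of at least 2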; note: the source names both 10 and 20 µM as test concentration; values of inactives mirror those of a sister screen read the other way
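System: mouse IAP enzyme. Reagent: CDP-Star chemiluminescent phosphatase substrate. Benchmarks: DMSO wells, no-enzyme wells. Times: 30 min enzyme-substrate-compound incubation at room temperature. Detection: luminescence from enzymatic CDP-Star hydrolysis. Doses: test compounds delivered from DMSO solution.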
A3G deaminase – APOBEC3G DNA deaminase inhibitors, primary screen, biochemical, fluorescence, single-stranded DNA substrate, uHTS | DNA dC->dU-editing enzyme APOBEC-3G (Homo sapiens), Q9HC16 | recombinant A3G, ssDNA deamination FAM/TAMRA fluorescence | inhibition, % at 20 µM | actives 0.28% (n = 330,000) | AID 493012, 2011;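 active = inhibition of at least 40% at 20 µM, with no more than 30% in the related APOBEC3A deaminase screen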;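 note: plate controls were DMSO wells with A3G for no effect and wells lacking A3G enzyme for full effect; some compounds called inactive have numbers as strong as hits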
Target sequence (Q9HC16 whole entry, looked up): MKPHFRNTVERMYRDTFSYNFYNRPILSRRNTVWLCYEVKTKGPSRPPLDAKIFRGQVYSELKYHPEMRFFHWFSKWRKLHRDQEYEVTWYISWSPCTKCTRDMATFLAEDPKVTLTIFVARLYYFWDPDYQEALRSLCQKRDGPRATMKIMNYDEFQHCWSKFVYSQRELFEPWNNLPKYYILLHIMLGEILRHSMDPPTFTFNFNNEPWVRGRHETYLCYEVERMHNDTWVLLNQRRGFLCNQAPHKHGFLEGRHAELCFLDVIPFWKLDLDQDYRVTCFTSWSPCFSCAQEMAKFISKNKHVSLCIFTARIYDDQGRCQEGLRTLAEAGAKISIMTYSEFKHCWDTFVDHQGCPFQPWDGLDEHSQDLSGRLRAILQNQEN
hIAP inh – human IAP inhibitors, primary screen, biochemical, luminescence, uHTS. Intestinal-type alkaline phosphatase (Homo sapiens), P09923. purified IAP, CDP-Star luminescence, 30 min. inhibition, % at 10 µM. actives 0.12% (n = 330,000);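 active = inhibition reaching a set limit with compound at 10 µM in the primary screen, cut at about 35% in these data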;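 note: plate controls were DMSO wells with enzyme for no effect and no-enzyme buffer wells for full effect; values of inactives mirror those of a sister screen read the other way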
Target sequence (P09923 whole entry, looked up): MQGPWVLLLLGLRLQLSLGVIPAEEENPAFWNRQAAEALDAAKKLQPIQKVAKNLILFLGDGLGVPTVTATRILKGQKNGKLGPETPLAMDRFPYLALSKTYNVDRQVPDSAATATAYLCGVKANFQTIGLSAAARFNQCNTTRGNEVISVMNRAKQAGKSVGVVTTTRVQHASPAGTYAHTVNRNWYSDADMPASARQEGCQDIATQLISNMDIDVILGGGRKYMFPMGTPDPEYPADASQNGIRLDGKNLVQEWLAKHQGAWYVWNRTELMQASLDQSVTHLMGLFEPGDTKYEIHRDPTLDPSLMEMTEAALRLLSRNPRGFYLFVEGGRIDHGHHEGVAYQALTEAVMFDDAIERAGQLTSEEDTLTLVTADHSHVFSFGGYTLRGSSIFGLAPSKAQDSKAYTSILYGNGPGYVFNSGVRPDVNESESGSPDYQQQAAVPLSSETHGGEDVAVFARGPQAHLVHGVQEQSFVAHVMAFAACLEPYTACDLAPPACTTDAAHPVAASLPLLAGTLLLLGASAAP
beta cell repl – inducers of MIN6 beta-cell proliferation, primary screen, ATP luminescence, uHTS | MIN6 cells proliferation, ATPlite luminescence, 48 h; cells starved in 0.2% serum; 100% = growth in 10% serum | proliferation, % at 10 µM | actives 0.29% (n = 330,000) | AID 2380, 2010;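 active = compounds whose signal lies at least 3.5 SD above the mean of all wells on their plate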;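 note: 0% = DMSO-treated cells in low-serum medium and 100% = 10% serum control; some compounds called inactive have numbers as strong as hits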
Active calls of the source: *; nt = no result given.

Short forms – A = mIAP inh; B = TIM10 inh; C = A3A deaminase; D = tim10-1 inh; E = NLRP3 yeast inh; F = mIAP activ; G = A3G deaminase; H = hIAP inh; I = beta cell repl
Fc1cccc(Cl)c1CSc1nnc(CN2CCOCC2)n1-c1ccccc1
  A: -17	B: 33	C: 2	D: 31	E: 16	F: 1.2	G: 2	H: -2	I: -3

O=C(Cn1cncn1)NCc1cccc2ccccc12
  A: -1	B: -1	C: -7	D: 18	E: -1	F: 1	G: -6	H: 2	I: -2

O=C(N/N=C/c1ccc(O)cc1)c1cccc(N/N=C/c2ccc(O)cc2)c1
  A: 12	B: 0	C: 3	D: -2	E: 0	F: 0.88	G: -3	H: 4	I: -1

COc1cccc(OCCNc2cc(Cl)ccc2[N+](=O)[O-])c1
  A: 12	B: 23	C: -4	D: 22	E: 29	F: 0.88	G: -8	H: -5	I: -1

O=C(C1CCN(S(=O)(=O)c2ccc(Cl)cc2)CC1)N1CCCC1
  A: 2	B: -9	C: -2	D: 3	E: -14	F: 0.98	G: -3	H: -6	I: 0

CCOc1cc(S(=O)(=O)N2CC=C(c3ccc(F)cc3)CC2)c(OCC)cc1-n1cnnn1
  A: -2	B: -23	C: -1	D: -2	E: -2	F: 1	G: 2	H: -1	I: -4

CC(=O)c1cccc(NC(=S)N2CCc3ccccc32)c1
  A: 2	B: 8	C: 1	D: 35	E: 28	F: 0.98	G: 23	H: 31	I: 3

CC(C)OC(=O)CN1C(=O)C(=O)c2ccccc21
  A: 7	B: -8	C: 0	D: 9	E: -15	F: 0.93	G: -4	H: 4	I: -3

C=CCn1c(SCc2csc(C)n2)nc2sc3c(c2c1=O)CCC(C)C3 (stereo not drawn)
  A: 3	B: 23	C: -5	D: 8	E: -1	F: 0.97	G: -5	H: 13	I: -6

COc1ccc(NC(=S)N(C)CC2COc3ccccc3O2)cc1 (stereo not drawn)
  A: -1	B: 20	C: -3	D: 23	E: 15	F: 1	G: -9	H: 12	I: 3

N#Cc1cc2[nH]c3ccccc3c2[n+](-c2ccc([N+](=O)[O-])cc2)c1N
  A: 14	B: -5	C: 0	D: 16	E: 18	F: 0.86	G: -4	H: 6	I: 2

O=C(C(=O)N1CCN(Cc2ccccc2)CC1)c1c[nH]c2ccccc12
  A: 3	B: 14	C: -3	D: 15	E: 9	F: 0.97	G: -5	H: 15	I: 6

CC(=O)Nc1ccc(S(=O)(=O)N[C@@H](C)C(=O)N2CCN(C/C=C/c3ccccc3)CC2)cc1
  A: -1	B: 1	C: -3	D: 12	E: 5	F: 1	G: -4	H: 3	I: -3

COc1ccccc1-c1c(C(F)(F)F)oc2cc(OS(C)(=O)=O)ccc2c1=O
  A: -7	B: -7	C: -3	D: -16	E: 6	F: 1.1	G: -6	H: 5	I: -2

Cc1cccc(C(C(N)=O)c2ncc(C(F)(F)F)cc2Cl)c1 (stereo not drawn)
  A: 4	B: 6	C: -3	D: -4	E: -5	F: 0.96	G: -9	H: -3	I: -2

CC1=C(C(=O)N2CCOCC2)C(c2ccccc2F)C2=C(CCCC2=O)N1 (stereo not drawn)
  A: 4	B: 7	C: -5	D: 4	E: 4	F: 0.95	G: -6	H: -7	I: 4

COCCN(Cc1cc2cc3c(cc2n2nnnc12)OCO3)C(=O)c1ccccc1F
  A: -4	B: 4	C: 5	D: 18	E: 4	F: 1	G: 1	H: 12	I: 0

O=C(CSc1nnc(-c2ccccc2)o1)NC1CCS(=O)(=O)C1 (stereo not drawn)
  A: -1	B: -1	C: -3	D: -4	E: 0	F: 1	G: -3	H: 13	I: 0

CCOC(=O)N1CCC(NC(=O)CCc2c(C)nc3c(c(C)nn3C(C)(C)C)c2C)CC1
  A: -13	B: 16	C: 1	D: 28	E: 5	F: 1.1	G: -8	H: 5	I: -4

C=CCn1c(COc2ccc3c(c2)CCCC3)nnc1SCC(=O)Nc1cccc(SC)c1
  A: -12	B: 18	C: 7	D: 18	E: 19	F: 1.1	G: -7	H: -10	I: -6

Cc1cc(C)c(S(=O)(=O)Nc2c(C)n(C)n(-c3ccccc3)c2=O)cc1[N+](=O)[O-]
  A: 3	B: -5	C: -3	D: 15	E: 6	F: 0.97	G: -7	H: -7	I: -1

COc1ccc(-n2cc(CNCC3CC(=O)N(C4CC4)C3)c(-c3ccccc3Cl)n2)cc1 (stereo not drawn)
  A: 4	B: 16	C: -1	D: -5	E: 17	F: 0.96	G: -1	H: -1	I: -3

CCCn1cc(S(=O)(=O)c2ccc(C)cc2)c(=O)c2cc(OC)c(OC)cc21
  A: 3	B: 9	C: -4	D: 22	E: 1	F: 0.97	G: -4	H: -2	I: 4

O=C1NCCc2c1[nH]c1c(Cl)ccc(Cl)c21
  A: -8	B: 33	C: -2	D: 42*	E: 29	F: 1.1	G: -3	H: 5	I: 1

COc1ccc(C)cc1NC(=O)CCNS(=O)(=O)c1ccc2c(c1)CC(C)N2C(C)=O (stereo not drawn)
  A: 2	B: 13	C: -2	D: 17	E: -6	F: 0.98	G: -6	H: 8	I: -4

COc1ccc(Br)cc1CNC(=O)CCC(=O)n1nc(C)c2ccccc21
  A: 2	B: 17	C: -3	D: 18	E: 12	F: 0.98	G: -1	H: 21	I: 1

CC1CCCCN1C(=O)Cc1ccc(Cl)cc1 (stereo not drawn)
  A: 1	B: -1	C: 2	D: 25	E: 8	F: 0.99	G: -2	H: 12	I: 0

CN(C)C(CNC(=O)C1CCN(S(=O)(=O)c2ccccc2)CC1)c1ccccc1 (stereo not drawn)
  A: 2	B: 1	C: -3	D: -1	E: -13	F: 0.98	G: -3	H: 6	I: -2

COc1ccc(CNCc2cccc(OC)c2OC)cc1Br
  A: -13	B: -1	C: -4	D: -5	E: 43	F: 1.1	G: -6	H: -15	I: 0

O=C(O)c1cccc(S(=O)(=O)N(Cc2ccccc2)c2cccc(C(F)(F)F)c2)c1
  A: 4	B: 12	C: -6	D: 4	E: 7	F: 0.95	G: -8	H: 1	I: 1

The final two records of the section before are carried over, then new ones follow.
Short forms – A = mIAP inh; B = TIM10 inh; C = A3A deaminase; D = tim10-1 inh; E = NLRP3 yeast inh; F = mIAP activ; G = A3G deaminase; H = hIAP inh; I = beta cell repl
COc1ccc(CNCc2cccc(OC)c2OC)cc1Br
  A: -13	B: -1	C: -4	D: -5	E: 43	F: 1.1	G: -6	H: -15	I: 0

O=C(O)c1cccc(S(=O)(=O)N(Cc2ccccc2)c2cccc(C(F)(F)F)c2)c1
  A: 4	B: 12	C: -6	D: 4	E: 7	F: 0.95	G: -8	H: 1	I: 1

CC(C)(C)NS(=O)(=O)c1ccc(CCC(=O)Nc2ccc3c(c2)OCO3)cc1
  A: 0	B: 21	C: -2	D: 18	E: 13	F: 1	G: -3	H: 1	I: 0

CCOc1ccc(Br)cc1S(=O)(=O)Nc1cccc(S(=O)(=O)N(C)C)c1
  A: -5	B: 20	C: -3	D: 21	E: 20	F: 1	G: -7	H: 10	I: 0

CCCCN(CC)CCCNC(=O)c1cc2c(=O)n(CC)c3ccccc3c2s1
  A: 7	B: 12	C: -2	D: 6	E: 8	F: 0.93	G: -5	H: 5	I: -6

COc1ccc(CCNC(=O)CCc2nc3ccccc3[nH]2)cc1OC
  A: 6	B: -2	C: -2	D: -2	E: -3	F: 0.94	G: -6	H: -5	I: 2

Cc1ccc(C(=O)OCC(=O)NCC2CCCO2)c(C)c1 (stereo not drawn)
  A: 11	B: -22	C: -2	D: 10	E: 2	F: 0.89	G: -5	H: 13	I: 3

COc1ccccc1NC(=O)CCCc1c[nH]c2ccccc12
  A: 7	B: 25	C: -3	D: 24	E: 7	F: 0.93	G: -6	H: -9	I: 6

CN(C)C(=O)CCc1ccc2c3c([nH]c2c1)[C@]1(CCc2ccccc2)[C@@H](C(=O)N2CCCCC2)C[C@H](CC(=O)NCCC2=CCCCC2)C(=O)N1CC3
  A: -24	B: -1	C: 5	D: 10	E: nt	F: 1.2	G: 6	H: nt	I: nt

COc1ccc(CN2CCN(C(=O)c3ccccc3F)CC2)c(OC)c1OC
  A: 4	B: -8	C: 1	D: -3	E: 18	F: 0.96	G: 3	H: 4	I: -4

O=C(O)c1ccc(CS(=O)c2cccc(C(F)(F)F)c2)o1 (stereo not drawn)
  A: 0	B: 3	C: 2	D: -5	E: 2	F: 1	G: 1	H: 26	I: -2

CN(C(=O)c1ccc(NC(=O)Cc2cccc(NC(=O)C3CCCN(C(=O)C4CCC4)C3)c2)cc1)C1CCCC1 (stereo not drawn)
  A: -47	B: -5	C: -4	D: 9	E: 4	F: 1.5	G: -3	H: -18	I: -5

Cc1ccc(S(=O)(=O)/N=C(\c2ccccc2)N(C)S(=O)(=O)c2ccccc2)cc1
  A: -4	B: 27	C: -2	D: 20	E: -2	F: 1	G: -7	H: 21	I: 2

CCCN(CCC)CCNC(=S)Nc1ccc2nc3n(c(=O)c2c1)CCCCC3
  A: -14	B: -34	C: -9	D: -6	E: 8	F: 1.1	G: -2	H: -7	I: 4

O=C(CCC(=O)c1ccc(Br)cc1)Nc1cccnc1
  A: -1	B: -7	C: 1	D: -17	E: 20	F: 1	G: -6	H: -5	I: -1

O=C(O)c1ccc(/C=N/NC(=O)c2ccc(NS(=O)(=O)c3cccs3)cc2)cc1
  A: -4	B: 6	C: 3	D: 5	E: 4	F: 1	G: -2	H: -5	I: 1

COc1ccc(NC(=O)C2CCCN(S(=O)(=O)c3ccc(C)cc3)C2)cc1OC (stereo not drawn)
  A: -8	B: 21	C: -1	D: 12	E: 11	F: 1.1	G: -4	H: 11	I: -2

COc1ccccc1/C=C1\NC(=S)N(CC2CCCO2)C1=O (stereo not drawn)
  A: 10	B: 21	C: -1	D: 27	E: 28	F: 0.91	G: -3	H: 3	I: -2

Limited to NLRP3 yeast inh, for some of the entries so far:
structure | NLRP3 yeast inh
O=C(O)c1ccc(CS(=O)c2cccc(C(F)(F)F)c2)o1 (stereo not drawn) | 2
CN(C(=O)c1ccc(NC(=O)Cc2cccc(NC(=O)C3CCCN(C(=O)C4CCC4)C3)c2)cc1)C1CCCC1 (stereo not drawn) | 4
